Compound activity as filed in PubChem BioAssay.
CCT modulator – cytosolic chaperonin activity modulation; purified chaperonin ATPase assay, HTRF ADP detection, 30 min; activity change, % (test concentration not listed), hits read low; 360,000 compounds, 0.3% hits; in the data active means activity change below about -30%; further: on the % scale 0 is the no-effect control and ±100 the full control effect
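First, chaperonin was dispensed at 40 nM or 20 nM final depending on batch activity. Next, compounds were pinned at 76 uM and ATP added at 10 uM. After 30 min at 37 °C, ADP detection reagents ran 30 min at ambient temperature.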
A549 viability – counter-screen for Nrf2 inhibitors: cytotoxicity in A549 cells; AID 504648; Potency, µM (doses to about 46 µM), inactives show at the highest dose activity change, negative = cytotoxicity, most hits filed as inhibitors; A549 ARE-Fluc cells, CellTiter-Fluor viability, 18-24 h; 390,000 compounds, 0.16% hits; further: potency means the concentration at half of the fitted maximal effect; on the % scale 0 is the no-effect control and ±100 the full control effect
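A549 ARE_Fluc cells in 5% FBS OPTI-MEM were exposed to compounds in concentration-response for 18-24 h at 37 deg C. Viability was read by CellTiter-Fluor fluorescence (Ex 405/Em 525) after 30 min, before the luciferase read.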
Abeta yeast res – restores growth of yeast expressing A-beta42 peptide. yeast expressing A-beta42, growth rescue, OD600, 48 h; response scale: 0% DMSO, 100% iron-clioquinol control. Potency, µM (series often up to 46.1 µM), for the others: at the highest dose growth rescue, actives largely listed as activators. 410,000 compounds, 0.063% hits. AID 1347071; further: potency means the concentration at half of the fitted maximal effect; nearly all actives have a fitted effect of over 55% in size
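Yeast A-beta toxicity model in growth medium with pinned compounds, 48 h at 30 C; growth read as absorbance at 600 nm. Normalized to FeCl3/clioquinol equimolar mix (positive) and DMSO (negative).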
Akt phos inh – blocks phosphorylation of Akt. Neuro2A IGF-stimulated pAkt S473 HTRF, 20 min; active compounds read low. activity change, % for hits at 50 µM. 360,000 compounds, 0.32% hits. AID 651550; in the data active means activity change below about -80%; inconclusive means mostly about -51% to -80%; further: on the % scale 0 is the no-effect control and ±100 the full control effect
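Neuro2A cells in DMEM with 0.5% FBS, overnight at 37 deg C, given compound at single 50 µM final, then IGF (6 nM final) for 20 min at 37 deg C. Lysed; phospho-Akt Ser473 by HTRF after 24 h, 665/615 ratio.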
TGFb inhibitor – TGF-b pathway inhibition | HepG2 CAGA-GFP TGF-b/SMAD3 reporter, GFP fluorescence, 18 h; TGF-beta stimulated, 500 pg/mL final | Potency, µM (doses to about 46.1 µM), for inactives: at the highest dose activity, negative = inhibition, most hits filed as inhibitors | 410,000 compounds, 1.2% hits; further: potency means the concentration at half of the fitted maximal effect; on the % scale 0 is the no-effect control and ±100 the full control effect; nearly all actives have a fitted effect of over 65% in size
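Inhibition was scored as loss of TGF-beta-induced (500 pg/mL final, 18 hours, 37 degrees C) GFP in HEPG2 cells carrying a CAGA-GFP reporter, in DMEM with 1% FBS. Well GFP was summed per cell; Activity was normalised to unstimulated and stimulated DMSO wells, then concentration-response fitting.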
Nrf2 inh – blocks Nrf2 signaling; Potency, µM (doses to about 46 µM), without a hit: at the highest dose activity change, negative = inhibition, most hits filed as inhibitors; AID 504444; 360,000 compounds, 2.1% hits; A549 ARE-Fluc reporter, luciferase luminescence, 18-24 h; further: potency means the concentration at half of the fitted maximal effect; on the % scale 0 is the no-effect control and ±100 the full control effect; nearly all actives have a fitted effect of over 60% in size
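Quantitative HTS in A549 cells stably bearing an antioxidant response element-firefly luciferase construct. Inhibition of Nrf2-driven transcription was scored by luminescence after 18-24 h of compound exposure at 37 °C.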
HepG2 viability – kills HepG2 cells in TGF-b inhibitor counter-screen. HepG2 CAGA-GFP viability, ATP luminescence, 18 h. Potency, µM (series often up to 46.1 µM), for the others: at the top dose activity change, negative = cytotoxicity, hits mostly cytotoxic. 410,000 compounds, 0.76% hits; further: potency means the concentration at half of the fitted maximal effect; some results filed as inactive show a strong effect at the top dose
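CellTiter-Glo luminescence gave cytotoxicity after 18 hours at 37 degrees C. The cells were HepG2 CAGA-GFP in 1% FBS DMEM, stimulated with 500 pg/mL TGF-beta after compound addition. %Activity was normalised to no-cell wells (complete cell-killing) and DMSO (no toxicity), and curves were fitted and classified.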
MmCpn inh – inhibitors of Methanococcus maripaludis chaperonin (MmCpn) | purified Mm-Cpn ATPase, ADP Transcreener TR-FRET | Potency, µM (highest dose often 76.9 µM), for the others: top-dose activity, negative = inhibition, actives largely listed as inhibitors | 330,000 compounds, 0.031% hits | AID 504842; further: potency means the concentration at half of the fitted maximal effect; on the % scale 0 is the no-effect control and ±100 the full control effect; nearly all actives have a fitted effect of over 80% in size
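Reaction buffer contained 30 mM Tris pH 7.4, 100 mM KCl, 5 mM MgCl2 and 1 mM DTT. Mm-CPN (25 nM final) hydrolysed 10 uM ATP over 30 min at 37°C; ADP was read by HTRF.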
Nrf2 activator – activates Nrf2 signaling | AREc32 ARE-luciferase reporter (MCF7-derived line), luminescence, 24 h | Potency, µM (top dose mostly 46.1 µM), for the others: at the top dose activation, actives largely listed as activators | AID 624171 | 410,000 compounds, 0.31% hits; further: potency means the concentration at half of the fitted maximal effect; % of control where 0% means no effect; nearly all actives have a fitted effect of over 65% in size
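For detection, Steady-Glo was added and plates sat 30 min at RT; before that, AREc32_Fluc cells grown overnight in OPTI-MEM/5% FBS had been treated with 23 nL compound for 24 hr at 37 deg C.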
The depositor's hits bear a star; i = inactive; ? = inconclusive; nt = no result given; & = joins results of further samples; [ ] = another dose, or the depositor's remark. Unless noted, the call rests on the fitted dose curve; in most records, active means well fitted curve in the direction sought with a large enough effect; inconclusive means small, poorly fitted or top-dose-only effect, or another doubt; inactive means no such curve, though single readings can be large; an effect the other way counts as inactive or inconclusive.

Each structure is followed by: CCT modulator, A549 viability, Abeta yeast res, Akt phos inh, TGFb inhibitor, Nrf2 inh, HepG2 viability, MmCpn inh, Nrf2 activator
> c1ccc2c(CN3CCSCC3)cccc2c1
  -2.8, 1%, -3%, i, 1%, -2%, -9%, -4%, -0.3%
> COC(=O)N1C/C=C\C(c2ccc(OC)cc2)N(Cc2ccc(F)cc2)C(=O)C1 (centres undefined)
  -0.1, -2%&-2%, -16%, i, -12%&-2%, 14%&1%, 1%&-4%, 1%, 4.3%
> CCOc1ccccc1NC(=O)N1CCN(C)c2ncccc21
  nt, -2%, -6%, nt, -21%, ?, -7%, nt, 0.4%
> COC(=O)c1ccc[n+](CCc2c[nH]c3ccccc23)c1
  -1.1, -2%, -10%, i, 16%, -6%, 7%, nt, 0.6%
> Cc1cc(NC(=O)c2ccc3c(c2)OCCO3)no1
  0.9, ?, 17%, i, -2%, ?, -24%, 0%, -0.2%
> CCn1c(N2CCN(C(=O)NC3CCCCC3)CC2)nc2ccccc21
  1.9, -3%, -3%, i, -12%, ?, 2%, 1%, -0.4%
> C=C(C)c1cccc(C(C)(C)NC(=O)N2CCN(c3ccccc3OC)CC2)c1
  0.1, 0%, 0%, i, 2%, -21%, -18%, -1%, -1.2%
> Cc1sc2c(c1C)C(=O)NC(c1ccccc1F)N2 (centres undefined)
  1.1, 4%, -47%[inhibitor], i, -2%, ?, 1%, 0%, ?
> Cn1c(=O)[nH]c(=O)c2c1nc(Br)n2CCCO
  -0.2, -1%, -15%, nt, -4%, nt, -18%, -23%[15.4 µM], -1.5%
> CS(=O)(=O)N1CCC(C(=O)Nc2cccc([N+](=O)[O-])c2)CC1
  -1.8, 1%, 4%, i, -6%, -8%, -6%, 3%, 13%
> CCc1ccc(CNC(=O)c2ccc3c(c2)nc2n3CCC(C)C2)cc1 (centres undefined)
  nt, 18%, -7%, nt, -27%, nt, -17%, nt, 3.6%
> CCc1ccc(C(=O)NNc2cc(Cl)cc(Cl)c2)cc1
  -0.5, 0%, 1%, i, ?, ?, -2%, 2%, 0.4%
> O=C1NC(c2ccc(Cl)cc2)Nc2ccccc21 (centres undefined)
  1.3, -1%, -5%, i, -6%, -18%, 0%, -2%, 2.8%
> COc1ccccc1/C=C/C(=O)OCc1nc2ccccc2c(=O)[nH]1
  -2.9, -4%, -22%, i, 11%, -3%, -5%, -7%, 0.5%
> Cc1cccc(NC(=O)CN(C)CC(=O)NC(c2ccccc2)c2ccccc2)c1C
  -1.9, -3%, 3%, i, ?, 12%, -13%, -1%, -0.9%

Going on with the list:
Each structure is followed by: CCT modulator, A549 viability, Abeta yeast res, Akt phos inh, TGFb inhibitor, Nrf2 inh, HepG2 viability, MmCpn inh, Nrf2 activator
> COc1ccc(NC(=S)N2CCC(N(C)CCN3CCOCC3)CC2)cc1
  0.0, 14%, 14%, i, ?, 3%, 20%, 1%, -0.4%[9.22 µM]
> COc1ccc(S(=O)(=O)N2CCC(C(N)=O)(N3CCCCC3)CC2)cc1OC
  -0.5, -5%, -15%, i, ?, 7%, -57%, 0%, 0.1%
> O=C(C1CCN(Cc2ccc(Cl)cc2)CC1)N1CCN(C(c2ccccc2)c2ccccc2)CC1
  -8.7, ?, 0%, i, ?, 10%, -100%, -3%, 3.5%
> CNc1ccccc1-n1ccc(-c2ccccc2)n1
  0.0, 12%, 7%, i, -4%, ?, -9%, 0%, 5.6%
> Cc1cccc(N2CCN(C(c3ccccc3)c3nnc(-c4ccccc4F)o3)CC2)c1C (centres undefined)
  nt, 0%, 27%, nt, -30%, -3%, -15%, nt, 0.2%
> Cc1cccc(C)c1OCc1nc2ccccc2c(=O)n1/N=C/c1c[nH]c2ccccc12
  3.7, ?, 11%, i, -22%, ?, 4%, 1%, -0.6%
> COc1cccc(CN2CCNC(=O)C2CC(=O)NCCn2ccc3ccccc32)c1OC (centres undefined)
  1.3, 10%, -16%, i, 2%, 7%, 27%, -1%, -0.6%
> Nc1nc(SCC(=O)Nc2ccc([N+](=O)[O-])cc2)n[nH]1
  0.5, 1%, -2%, i, -7%, -3%, -26%, -1%, 0.3%
> c1ccc2c(N3CCCCC3)nc(N3CCCCC3)nc2c1
  2.7, 5%, 1%, i, ?, -6%, -7%, 0%, -0.4%
> Cc1nn(Cc2ccccc2)c(Cl)c1C(=O)OCc1nnc(-c2ccc(Cl)cc2)o1
  -0.6, 16%, ?, i, -3%, nt, -7%, -8%, 5.6%
> O=C(CSc1nc2c(cnn2-c2ccc(F)cc2)c(=O)[nH]1)N1CCCCCC1
  1.1, -1%, -12%, i, 2%, ?, -36%, -1%, -0.4%
> C/C(=N\NC(=O)c1cc(O)ccc1O)c1cccc(NC(=O)c2cccc(Cl)c2)c1
  -4.5, -2%, 15%, i, -5%, 3%, 0%, 1%, 6.8%
> CC(C)OC(=O)N(C)C[C@@H]1OCc2cnnn2CCCC(=O)N([C@@H](C)CO)C[C@@H]1C
  -1.9, nt, 3%, i, -9%, nt, -13%, nt, -0.3%
> C[C@@H]1C(=O)O[C@H]2CC34[C@H]5C[C@@H](C(C)(C)C)[C@]36[C@@H](OC(=O)[C@@H]6O)O[C@@]4(C(=O)O5)[C@]21O (some centres undefined)
  -0.6, -8%, -15%, i, 6%, -13%, 0%, 3%, 0.5%
> NC(=O)COc1ccccc1
  0.6, -2%, 17%, i, 21%, 17%, 7%, -1%, -1.0%

Reprinted from the part before: three entries; new compounds follow.
Each structure is followed by: CCT modulator, A549 viability, Abeta yeast res, Akt phos inh, TGFb inhibitor, Nrf2 inh, HepG2 viability, MmCpn inh, Nrf2 activator
> CC(C)OC(=O)N(C)C[C@@H]1OCc2cnnn2CCCC(=O)N([C@@H](C)CO)C[C@@H]1C
  -1.9, nt, 3%, i, -9%, nt, -13%, nt, -0.3%
> C[C@@H]1C(=O)O[C@H]2CC34[C@H]5C[C@@H](C(C)(C)C)[C@]36[C@@H](OC(=O)[C@@H]6O)O[C@@]4(C(=O)O5)[C@]21O (some centres undefined)
  -0.6, -8%, -15%, i, 6%, -13%, 0%, 3%, 0.5%
> NC(=O)COc1ccccc1
  0.6, -2%, 17%, i, 21%, 17%, 7%, -1%, -1.0%
> Nc1nnc(SCn2nnc3ccccc3c2=O)s1
  -1.9, 8%, -3%, i, 4%, 6%, -2%, 0%, -0.1%
> CC(C)(C)NC(=O)CN(C(=O)c1snc(C(=O)NC2CCCCC2)c1N)c1ccccc1F
  0.8, -7%, 6%, i, 2%, 21%, 2%, -5%, 2.2%
> Cc1nn(-c2ccccc2)c2c1C1(C(=O)N(C)c3ccccc31)C(C#N)=C(N)O2 (centres undefined)
  -2.1, -1%, 5%, i, 0%, -7%, -3%, 0%, ?
> O=C(OC(C(=O)Nc1cc(Cl)cc(Cl)c1)c1ccccc1)C1=COCCO1 (centres undefined)
  2.2, 8%, 2%, i, 16µM*, -18%, -14%, 2%, 3.9%
> Cc1cccc(Cc2c(C)nc3nc(SCC(=O)NCc4ccccc4)nn3c2C)c1
  nt, -15%, -5%, nt, ?, 5%[9.27 µM], -10%, nt, -0.4%
> O=C(O)c1ccc(N/N=C/c2ccncc2)cc1
  -0.2, -15%, -4%, i, 2%, 13%, -21%, -5%, 0.3%
> CCOC(=O)N1CCN(C(=O)c2cn(CC)c3ccc(S(=O)(=O)N(C)C4CCCCC4)cc3c2=O)CC1
  -1.0, -2%, nt, i, -5%, -9%, -2%, 0%, 0.0%
> O=C(NCCN1CCOCC1)c1ccc2c(c1)N(Cc1ccc(F)cc1)C(=O)CS2
  -0.9, -8%, -19%, i, 6%, 3%, -2%, 1%, 0.8%
> COc1cc(Br)cc(/C=N/NC(=O)Cc2ccccc2)c1O
  0.9, 1%, -28%, i, 10µM*, -19%, -66%, nt, 0.7%

Compound profiles (already shown). Order of screens: CCT modulator, A549 viability, Abeta yeast res, Akt phos inh, TGFb inhibitor, Nrf2 inh, HepG2 viability, MmCpn inh, Nrf2 activator
Cc1cccc(Cc2c(C)nc3nc(SCC(=O)NCc4ccccc4)nn3c2C)c1 is entered as nt, -15%, -5%, nt, ?, 5%[9.27 µM], -10%, nt, -0.4%
Cc1nn(-c2ccccc2)c2c1C1(C(=O)N(C)c3ccccc31)C(C#N)=C(N)O2 (centres undefined) is entered as -2.1, -1%, 5%, i, 0%, -7%, -3%, 0%, ?
O=C(NCCN1CCOCC1)c1ccc2c(c1)N(Cc1ccc(F)cc1)C(=O)CS2 is entered as -0.9, -8%, -19%, i, 6%, 3%, -2%, 1%, 0.8%
Nc1nnc(SCn2nnc3ccccc3c2=O)s1 is entered as -1.9, 8%, -3%, i, 4%, 6%, -2%, 0%, -0.1%
CCOC(=O)N1CCN(C(=O)c2cn(CC)c3ccc(S(=O)(=O)N(C)C4CCCCC4)cc3c2=O)CC1 is entered as -1.0, -2%, nt, i, -5%, -9%, -2%, 0%, 0.0%
